# Kir21 block: blocks the mouse Kir2.1 inward-rectifier potassium channel | P35561 | HEK293-Kir2.1, FluxOR thallium flux fluorescence; stronger effect = lower value | B-score at 10 µM | hit rate 0.85% among 310,000;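 active = fluorescence ratio B-score at or below minus 3 SD of library scores, with starting-brightness B-score within 2 SD, cut at about -4.2 in these data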;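 note: channel flux triggered by added potassium and thallium sulfate stimulus; B-score of peak minus minimum fluorescence over baseline after thallium stimulus; more negative B-score means stronger Kir2.1 block with less thallium influx; some compounds called inactive have numbers as strong as hits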
# Target sequence (P35561 whole entry, looked up): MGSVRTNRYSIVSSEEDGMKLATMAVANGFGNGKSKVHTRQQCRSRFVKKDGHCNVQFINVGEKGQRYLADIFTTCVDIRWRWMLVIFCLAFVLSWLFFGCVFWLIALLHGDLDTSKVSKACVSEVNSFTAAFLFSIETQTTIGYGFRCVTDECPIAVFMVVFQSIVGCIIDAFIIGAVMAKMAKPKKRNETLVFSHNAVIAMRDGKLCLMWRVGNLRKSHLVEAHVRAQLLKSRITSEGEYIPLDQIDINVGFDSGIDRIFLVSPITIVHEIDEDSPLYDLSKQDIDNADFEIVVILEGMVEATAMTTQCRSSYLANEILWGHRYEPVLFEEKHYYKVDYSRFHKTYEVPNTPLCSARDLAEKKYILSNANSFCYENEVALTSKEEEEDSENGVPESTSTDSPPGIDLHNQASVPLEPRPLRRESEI
# KCNQ2 inh: KCNQ2 channel blockers in CHO-K1 cells – cell-based, FluxOR thallium flux, B-score, primary screen (AID 2156); hit rate 1.1% among 310,000; O88943; 20 min; stronger effect = lower value; B-score at 10 µM;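 active = fluorescence ratio B-score at most minus 3 library SDs, with starting brightness B-score within 2 library SDs, cut at about -5.5 in these data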
# STK33 kinase inh: inhibitors of human STK33 kinase. Q9BYT3. purified STK33, MBP phosphorylation, ADP-Glo luminescence. inhibition, % at 10 µM. hit rate 0.073% among 320,000. AID 2661;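 active = inhibition at or above 25%, using the most active replicate where run in duplicate; inactive = inhibition below 25%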
# Target sequence (Q9BYT3 whole entry, looked up): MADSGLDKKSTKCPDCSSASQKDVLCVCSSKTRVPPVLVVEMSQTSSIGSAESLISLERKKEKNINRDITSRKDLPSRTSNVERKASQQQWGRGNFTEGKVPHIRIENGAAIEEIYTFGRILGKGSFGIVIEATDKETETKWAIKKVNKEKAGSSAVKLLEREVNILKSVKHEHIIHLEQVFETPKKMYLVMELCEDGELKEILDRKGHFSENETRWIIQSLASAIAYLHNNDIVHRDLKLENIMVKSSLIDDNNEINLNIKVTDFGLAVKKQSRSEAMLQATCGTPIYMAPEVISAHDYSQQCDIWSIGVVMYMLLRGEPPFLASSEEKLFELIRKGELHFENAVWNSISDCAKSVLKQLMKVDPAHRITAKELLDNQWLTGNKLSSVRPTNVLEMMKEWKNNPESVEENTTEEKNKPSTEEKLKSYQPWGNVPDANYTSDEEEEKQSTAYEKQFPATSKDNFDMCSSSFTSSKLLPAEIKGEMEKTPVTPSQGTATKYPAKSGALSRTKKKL
# An asterisk follows results filed as active; i = inactive; . = no result given.
# Value order – Kir21 block, KCNQ2 inh, STK33 kinase inh
C=CCn1nnc2sc3c(c2c1=O)CCC(C)C3 (stereo not given)
 : -1.1, i, 0.7
CCOc1c(C)cc2[nH]c(CCC(=O)O)nc2c1C
 : 2.5, i, 0.1
COc1ccc(C(C(=O)NC2CCCC2)N(C(=O)c2ccco2)c2cc3c(cc2C(C)=O)OCO3)cc1 (stereo not given)
 : 0.82, i, -0.1
O=C(NCCN1C(=O)C2C3C=CC(C3)C2C1=O)Nc1ccccc1O (stereo not given)
 : -0.61, i, -0.3
CN(Cc1c(F)cccc1Cl)C(=O)c1ccc(COc2ccccc2)cc1
 : -2.3, i, -0.6
O=C(COc1ccc(S(=O)(=O)N2CCc3ccccc32)cc1Cl)NCc1ccccn1
 : -5.2*, i, -5.4
O=C(COC(=O)c1ccc[nH]c1=O)NC1CCCCC1
 : 1.9, i, 0.0
Cc1ccc(S(=O)(=O)N2CCOCC(=O)NCCOCCNC(=O)COCC2)cc1
 : 0.56, i, .
Cc1ccc(OCCNC(=O)C(=O)NCc2ccco2)cc1
 : -2.9, i, -1.6
O=Cc1cc(Cl)ccc1OCCN1CCC(Cc2ccccc2)CC1
 : -4.8*, i, -1.0
Cc1ccc(-n2c(C)cc(C(=O)OCC(=O)N(C)C3CCS(=O)(=O)C3)c2C)cc1 (stereo not given)
 : -1.4, i, 0.1
O=C(CCC(=O)N1CCN(S(=O)(=O)c2ccc(Cl)cc2)CC1)NC1CCCc2ccccc21 (stereo not given)
 : 0.05, -7.1*, -1.3
COc1cc(-c2noc(CCCC(=O)Nc3ccc(C(N)=O)cc3)n2)cc(OC)c1OC
 : 2.5, i, -0.5
COc1ccc(C(=O)O)cc1S(=O)(=O)Nc1ccccc1-c1ccccc1
 : -0.16, i, -0.8
O=C1c2cccnc2C(Nc2ccc(S(=O)(=O)N3CCCCCC3)cc2)N1Cc1ccccc1 (stereo not given)
 : -0.09, i, -0.7
CC1(C)CC(NC(=O)C(C)(C)Oc2ccc(Cl)cc2)CC(C)(C)N1
 : 0.9, i, -2.3
Oc1cccc(Nc2c3ccccc3nc3ccccc23)c1
 : 0.32, i, 2.2
COc1ccc(NC(=O)c2cnn(-c3ccccc3)c2C)c(OC)c1
 : -0.82, i, -1.8
CC(C)CC(=O)Nc1nnc(SCC(=O)Nc2ccc3c(c2)OCO3)s1
 : 0.57, i, -2.0
Cc1cc(C)cc(N=Cc2ccc([N+](=O)[O-])s2)c1
 : 1.1, i, -2.5
O=C1Cc2cc(S(=O)(=O)Nc3ccccc3Cl)cc3c2N1CCC3
 : -0.03, i, 1.8
Cc1onc(-c2ccccc2)c1-c1n[nH]c(=S)n1-c1ccccc1
 : -0.19, i, -1.0
O=C(Cn1c(C(=O)N2CCc3ccccc3C2)cc2sccc21)c1ccccc1
 : 0.11, i, -1.8
Cc1cc(CNC(=O)c2cc(Br)ccc2Cl)nn1C
 : -1.9, i, 6.3
COc1ccc2c(CC(=O)Nc3ccccc3N3CCOCC3)coc2c1
 : -2.9, i, -1.5
CCOC(=O)N1CCN(S(=O)(=O)N2CCCC(C(=O)NCCCN3CCCCC3CC)C2)CC1 (stereo not given)
 : 0.28, i, 0.1
COc1ccccc1N1CCN(C(=O)CSc2nnc3c4ccccc4nc(Cc4ccccc4)n23)CC1
 : -1.1, i, 0.7
CCCCn1c(SCC(=O)N2CCCC2)nnc1-c1ccccc1
 : -1.6, i, 0.5
Cc1cc([N+](=O)[O-])nn1CCCC(=O)Nc1sc2c(c1C(N)=O)CCC(C)C2 (stereo not given)
 : 0.6, i, -0.7
Cc1ccc(-c2cc(C(=O)N/N=C/c3ccco3)[nH]n2)cc1
 : -1.8, i, -0.4
Cc1ccc(NS(=O)(=O)c2cc3[nH]c(=O)c(=O)[nH]c3cc2C)c(C)c1
 : -0.1, i, -1.6
O=C(O)c1ccc(CS(=O)(=O)c2ccc(Br)cc2)cc1
 : 0.48, i, 2.9
CC(Sc1nnc2c(n1)C1(C)CCC2C1(C)C)C(=O)Nc1ccccc1 (stereo not given)
 : 0.33, i, 0.2
C/C(=N\OCc1ccc(C#N)cc1)c1ccccc1
 : 1.6, i, 0.6
COc1cc(-c2nc(C(F)(F)F)c(OC)o2)cc(OC)c1OC
 : -0.69, i, -1.8
Cn1c(C(=O)N2CCCC(C(=O)NCCN3CCOCC3)C2)cc2sccc21 (stereo not given)
 : 0.21, i, -1.1
CC(C)N(CCn1c(=S)[nH]c2ccccc2c1=O)C(C)C
 : -1.8, i, -1.8
CSc1nc(N2CCOCC2)c2sccc2n1
 : 0.4, i, 1.4
O=C(COC(=O)c1ccc(S(=O)(=O)N2CCCCC2)cc1)NCc1ccco1
 : 0.96, i, 0.0
CN(C)CCC(=O)c1ccc(Cl)cc1
 : 0, i, 1.5
Cc1ccc2c(c1)/C(=N/N1C(=O)c3ccccc3C1=O)C(=O)N2
 : 0.53, i, 0.0
Cc1ccccc1-c1nnc(SCC(=O)N2CCCC2)o1
 : -0.8, i, -0.7
Cc1ccc(-c2nc3cccnc3s2)cc1NS(=O)(=O)c1ccc2c(c1)CCCC2
 : 2.1, -6*, 0.0
CCOC(=O)c1c(CC(C)C)csc1/N=C/C1C(=O)CCCC1=O
 : 1.9, i, 1.5
CCN1CCN(C(=O)Cn2ncc3c2-c2ccccc2OC3)CC1
 : 0.63, i, 0.4
O=C(O)Cc1ccc(NC(=O)COc2ccc3ccccc3c2)cc1
 : -0.03, i, -2.8
CCC1(C)Cc2c(C#N)c(SC)nc(N3CCOCC3)c2CO1 (stereo not given)
 : 0.37, i, 1.4
Cc1cc(C(C)(C)C)oc1C(=O)NCCCNC(=O)c1oc(C(C)(C)C)cc1C
 : 0.9, i, -0.8
COc1c(F)c(F)c(C(=O)Nc2ccc(N3CCN(C(C)=O)CC3)c(Cl)c2)c(F)c1F
 : 1.4, i, .
CCN1C(=O)C(=O)N(Cc2ccc(OC)c(F)c2)C1=O
 : -0.76, i, -1.5
Cc1csc(Nc2cccc3ccccc23)n1
 : 0.88, i, -0.2
Cn1c(=O)c(=O)n(C)c2cc(S(=O)(=O)N3CCCC3C(=O)NCc3ccco3)ccc21 (stereo not given)
 : -1.9, i, -2.1
O=C(COc1ccc(C(=O)c2ccccc2)cc1)NC1CCCCCC1
 : -0.11, i, -0.5
Cc1c(/C=N/N2C(=O)C3C4C=CC(C4)C3C2=O)c2ccccc2n1C (stereo not given)
 : 0.44, i, 0.0
COc1ccc(Oc2nc(SC)nc3ccsc23)cc1
 : 0.59, i, 0.0
CN(Cc1ccc(C(F)(F)F)cc1)C(=O)C1CCC(=O)N(C2CC2)C1 (stereo not given)
 : 0.9, i, -0.2
Cc1ccc(CSc2nnc(Nc3ccc(C)cc3)s2)cc1
 : 1.1, i, 0.9
c1ccc(Sc2cccc3ccccc23)c(CNC2=NCCN2)c1
 : -2.2, i, 1.7
CCOC(=O)C1=C(C)N=C2SC(C(=O)OC)=CC(=O)N2C1c1ccc(OC)cc1 (stereo not given)
 : -5.7*, i, -1.9
CCOC(=O)/C(=C/c1ccc(OC(=O)c2ccccc2)cc1)C(C)=O
 : -9.4*, i, 0.9

# Single records (already shown):
# COc1ccc2c(CC(=O)Nc3ccccc3N3CCOCC3)coc2c1 is listed with Kir21 block = -2.9; KCNQ2 inh = i; STK33 kinase inh = -1.5
# Cc1ccc(NS(=O)(=O)c2cc3[nH]c(=O)c(=O)[nH]c3cc2C)c(C)c1 is listed with Kir21 block = -0.1; KCNQ2 inh = i; STK33 kinase inh = -1.6
# CCC1(C)Cc2c(C#N)c(SC)nc(N3CCOCC3)c2CO1 (stereo not given) is listed with Kir21 block = 0.37; KCNQ2 inh = i; STK33 kinase inh = 1.4

# The listing continues:
# Value order – Kir21 block, KCNQ2 inh, STK33 kinase inh
CSc1ncc(CN2CCN(C3CCCC3)C(CCO)C2)cn1 (stereo not given)
 : 0.96, i, -1.0
O=C(Nc1ccc2c(c1)OCCO2)C1CCCN(S(=O)(=O)c2cccs2)C1 (stereo not given)
 : 0.88, i, -1.0
CC(C)CN1C(=O)c2ccc(C(=O)Nc3c[nH]c(=O)[nH]c3=O)cc2C1=O
 : -0.9, i, -0.6
CCOc1nc(OCC)nc(-n2cc(-c3ccccc3)nn2)n1
 : 0.22, i, -3.1
Cc1ccc(C)c(NC(=S)NCc2ccc3c(c2)OCO3)c1
 : -0.81, i, -1.1
Cc1ccc(S(=O)(=O)Nc2cc(=O)[nH]c3c2CCC3)cc1
 : -0.26, i, -0.3
Cc1cc(NC(=O)COc2ccccc2C)no1
 : -0.27, i, -2.2
CCCCC1=CC2=C(c3ccco3)C(=O)C(C)(OC(=O)c3ccc(OC)cc3)C(=O)C2=CN1Cc1ccc2c(c1)OCO2 (stereo not given)
 : 1.7, i, -1.2
COc1ccc(-c2cc([C@H]3[C@H]4C=CC[C@@H](C)[C@@H]4C(=O)N3Cc3ccccc3)ccc2F)cc1
 : 0.01, i, 0.4
COc1ccc(N2C(=O)CCC(C(=O)N3CCCCC3)C2c2ccc(OC)c(OC)c2)cc1 (stereo not given)
 : 1.2, i, -1.6
CCO[C@@H]1OC(C(=O)NC2CC2)=C[C@H](C2CC2)[C@H]1CCCO
 : -0.63, i, -1.4
CCN1CCN(S(=O)(=O)Cc2ccccc2Cl)CC1
 : -0.07, i, 0.0
CC(=O)Nc1ccc(CN2CCCC(CO)(Cc3ccccc3C)C2)cc1 (stereo not given)
 : 0.49, i, -0.2
COCCN1Cc2cccc(C(=O)NCCCN3CCCC3=O)c2C1=O
 : -0.02, i, -0.4
Cn1ccnc1C1CCCCN1Cc1nc(Cc2cccc(C(F)(F)F)c2)no1 (stereo not given)
 : 0.92, i, -0.5
COc1ccc(Cl)cc1NC(=O)CC(C)c1ccccc1 (stereo not given)
 : -1.4, i, -17
COc1ccccc1S(=O)(=O)Nc1ccc(-c2nnc3n2CCCCC3)cc1
 : -0.1, i, 0.0
Cc1ccc(-c2nc(SC(C)C(=O)c3c(N)n(C)c(=O)n(C)c3=O)n[nH]2)cc1 (stereo not given)
 : 0.17, i, 1.8
COc1ccc(-n2c(=O)cc(N3CCN(Cc4ccccc4)CC3)[nH]c2=O)cc1
 : -0.74, i, -0.7
COc1ccc(NC(=O)NC2CCCCCCC2)cc1
 : 0.61, i, -0.4
O=S(=O)(Nc1ccc(O)c2ccccc12)c1ccc(Br)cc1
 : 0.01, i, -2.8
COC(=O)c1nnn(CC(=O)NC(=O)Nc2ccccc2F)c1C(=O)OC
 : -0.02, i, -0.6
N#Cc1ccc(CSC2=NCCN2)cc1
 : 0.17, i, -0.3
Cc1nn(-c2ccccc2)c(C)c1C(=O)OCC(=O)N(C)C1CCS(=O)(=O)C1 (stereo not given)
 : -0.55, i, 0.0
Cc1cccc(NC(=O)c2ccccc2C(=O)Nc2cccc(C)c2)c1
 : -0.84, i, -1.3
Cc1ccc(NC(=O)C2CCCN(C(=O)c3ccc(Cl)cc3)C2)cc1S(=O)(=O)N1CCOCC1 (stereo not given)
 : 0.03, i, -1.6
COc1ccc(Cl)cc1NC(=O)NNC(=O)c1ccccn1
 : 1.6, i, -0.5
CN(CCc1ccccc1)C(=O)CCc1nnc(Cc2ccc3c(c2)OCO3)o1
 : 0.68, i, -0.5
C/C(CC(=O)Nc1cccc(Cl)c1Cl)=N\NC(=O)c1ccccc1N
 : -0.31, i, 2.4
CCOC(=O)C1CCCCN1Cc1cccc(OC)c1OC (stereo not given)
 : 2.4, i, -0.1
COc1ccc2cc(C(=O)CS(=O)(=O)c3ccccc3)c(=O)oc2c1
 : -0.68, i, 2.7
CC(/C=N/NC(=O)CNc1n[nH]c(=O)[nH]c1=O)c1ccccc1 (stereo not given)
 : -0.02, i, -3.4
COC(=O)c1ccc(/C=C/c2c(-c3ccsc3)sc3ccccc23)cc1
 : 1.1, i, -0.7
COCCn1c(SCC(=O)Nc2ccc(C(N)=O)cc2)nc2c([nH]c3ccccc32)c1=O
 : -0.09, i, -1.1
O=C(CCNS(=O)(=O)c1ccccc1)OCC(=O)c1ccc(Br)cc1
 : -0.26, i, -1.0
Cc1cc(NC(=O)CSc2nc3c(C)ccc(C)c3cc2C#N)no1
 : 0.09, i, -0.9
NC(=O)CC(NC(=O)c1ccc(Br)cc1)c1ccc(NCc2ccc(F)c(F)c2)c([N+](=O)[O-])c1 (stereo not given)
 : 2.2, i, 0.2
O=C(c1ccccc1)N1CCCN(c2nccc(C(F)(F)F)n2)CC1
 : -1.3, i, -0.8
CN1CCN(C2=CC(=O)OC23CCCCC3)CC1
 : -0.54, i, 0.5
O=C(CN(c1ccccc1)S(=O)(=O)c1ccccc1[N+](=O)[O-])N1CCCC1
 : 0.68, i, -1.0
CC(C)[C@H](NC(=O)[C@@H]1Cc2ccccc2CN1C(=O)OC(C)(C)C)C(=O)NCC1CCCO1 (stereo not given in full)
 : -2.7, i, 0.4
Cc1ccc(NC(=O)CSc2nnc(CNC(=O)c3cccs3)o2)cc1
 : 0.48, i, -2.6
CC(NC(=O)C12CC3CC(CC(C3)C1)C2)c1ccc2c(c1)OCCO2 (stereo not given)
 : -1.1, i, -1.2
Cc1cc(NCCN2CCOCC2)n2nc(C)c(-c3ccc(Cl)cc3)c2n1
 : -1, i, 0.3
CCOC(=O)c1ccccc1NC(=O)CN(c1ccccc1C)S(C)(=O)=O
 : -2, i, -0.4
O=C(c1cccc(N2C(=O)C3C4C=CC(C4)C3C2=O)c1)N1CCN(c2ccccc2)CC1 (stereo not given)
 : -0.67, i, 0.2
